Screening data as filed in PubChem BioAssay.
All columns: NCI-60 one-dose screen, growth in % after 48 h at 10 µM unless noted; 100 = growth as untreated, 0 = no growth, -100 = all killed.
SK-MEL-28: SK-MEL-28 melanoma | actives 4.1% (n = 81,000)
HOP-92: HOP-92 NSCLC cells; actives 6.3% (n = 71,000); AID 1794738
CCRF-CEM: CCRF-CEM leukemia | actives 7% (n = 77,000) | AID 1794778
EKVX: EKVX NSCLC; actives 3% (n = 71,000)
HOP-62: HOP-62 NSCLC; actives 3.9% (n = 80,000); AID 1794735
SK-MEL-5: SK-MEL-5 melanoma; actives 6.4% (n = 80,000); AID 1794755
A549/ATCC: A549/ATCC NSCLC. actives 3.7% (n = 81,000)
M14: M14 melanoma | actives 6.2% (n = 80,000)
An asterisk follows results filed as active; x = no result given; & = joins results of further samples. How the source made its calls: active means growth percent below 10; inactive means the rest.

SMILES	SK-MEL-28	HOP-92	CCRF-CEM	EKVX	HOP-62	SK-MEL-5	A549/ATCC	M14
CC1=C(C)C(=O)C(N2CCN(C(C)C)CC2)=CC1=O	115	102	101	103	101	104	114	x
O=C(N/N=C/c1ccccc1Cl)c1cccc2ccccc12	95	95	88	100	x	104	97	106
Oc1cc(O)c(Br)cc1Br	111	85	95	x	105	98	99	93
CN1C(=O)C(C2=NN(c3cc(Cl)cc(Cl)c3)C(c3ccc(Cl)cc3)C2)C(=O)N(C)C1=O (stereo unspecified)	93	66	64	85	81	73	60	85
Cc1ccc(S(=O)(=O)NNC(=O)COc2ccc3c(C)c(Cc4ccccc4)c(=O)oc3c2C)cc1	108	97	94	105	x	102	90	110
O=C1C(Cl)=C(Cl)C(Cl)(Cl)C(Cl)C1(Cl)Cl (stereo unspecified)	114	104	95	105	98	106	105	103
CC(=O)[C@@]1(O)CC[C@H]2[C@@H]3C[C@H](C)C4=CC(=O)CC[C@]4(C)[C@H]3CC[C@@]21C	109	71	80	77	94	96	87	105
CCOc1ccc(OCC)c(NC(=O)OC(C)C)c1	122	x	98	x	95	98	109	103
COc1ccccc1CNCCCN1C(=O)c2ccc3c4c(ccc(c24)C1=O)C(=O)N(CCCN)C3=O	5.1*	x	-10*	x	19	-97*	-28*	-62*
CC(=O)Nc1ccc(S(=O)(=O)N=C(N)N)cc1	108	92	97	107	109	105	101	109
O=c1oc2ccc(Cl)cc2c(=O)n1-c1cc(C(F)(F)F)cc(C(F)(F)F)c1	-19*	-7.0*	5.1*	5.3*	-9.1*	x	6.1*	-23*
Nc1nnc2cc(Cl)ccc2n1	114	66	88	112	115	102	108	113
COc1cccc2cc(-c3cc4ccccc4[nH]3)/c(=N\NC(=O)c3ccc(Cl)cc3)oc12	43	x	17	34	31	48	40	32
O=C(O)c1cc(O)c(O)c(Cl)c1	104	x	97	108	99	105	107	97
COP(=O)(OC)c1nnn(-c2ccc([N+](=O)[O-])cc2)c1C	110	114	102	102	112	101	108	100
CCCCC1(CC)COC(c2ccc(Cl)cc2)OC1 (stereo unspecified)	108	105	97	97	98	98	104	96
NC(=Nc1ccccc1)SCCS(=O)(=O)O	114	84	128	97	102	110	100	108
C=C(C)[C@@H]1CC[C@]2(CN)CC[C@]3(C)[C@H](CC[C@@H]4[C@@]5(C)CCC(N)[C@@](C)(CO)[C@@H]5CC[C@]43C)[C@@H]12 (stereo partly specified)	-94*	52	-45*	21	-89*	-97*	-82*	-82*
Cc1c(Cc2ccccc2)c(=O)oc2c(C)c(OCc3nnc(SC/C=C/c4ccccc4)o3)ccc12	120	90	88	107	x	100	86	103
C=CCN(CC=C)C(=O)[C@H](CC)[C@@H]1CC[C@@H](C)[C@@H]([C@H](C)[C@@H](O)[C@@H](C)C(=O)[C@H](CC)C2O[C@]3(C=C[C@@H](O)[C@]4(CC[C@@](C)([C@H]5CC[C@](O)(CC)[C@H](C)O5)O4)O3)[C@H](C)C[C@@H]2C)O1 (stereo partly specified)	34	-24*	x	-5.9*	12	-85*	12	18
NNC(=O)c1cc(-c2ccc(Cl)cc2)n(-c2ccc(S(N)(=O)=O)cc2)n1	106	73	97	92	95	98	97	94
NS(=O)(=O)Oc1ccc(NC(=O)c2ccncc2)cc1	104	136	110	106	113	97	102	108
Cc1[nH]c2ncnc(Nc3ccc(NC(=O)Nc4cccc(C(F)(F)F)c4)c(F)c3)c2c1C	96	103	83	108	104	97	102	91
c1cc2c3c(cccc3c1)NN=N2	117	77	84	62	99	92	101	119
CC(=O)c1ccc(Cc2ccc(C(C)=O)cc2)cc1	98	74	93	94	101	93	82	x
Additional structures follow:
SMILES	SK-MEL-28	HOP-92	CCRF-CEM	EKVX	HOP-62	SK-MEL-5	A549/ATCC	M14
O=[N+]([O-])c1ccc(C(n2nnc3ccccc32)n2nnc3ccccc32)c2cccnc12	121	95	90	100	76	99	75	97
Nc1cccc(Nc2cc(S(=O)(=O)O)c(N)c3c2C(=O)c2ccccc2C3=O)c1	x	132	101	85	114	103	102	103
O=C(O)c1cn(C2CC2)c2cc(N3CCN(CN4C(=O)c5ccccc5C4=O)CC3)c(F)cc2c1=O	113	102	111	97	104	102	101	94
CC[C@H](CC[C@@H](C)[C@H]1CC[C@H]2[C@@H]3CC(=O)C4=CC(=O)/C(=C/c5ccco5)C[C@]4(C)[C@H]3CC[C@]12C)C(C)C	106	106	70	111	108	98	102	99
Clc1ccc(/C=C/c2cc(/C=C/c3c(Cl)cccc3Cl)nc3ccccc23)cc1	103	100	74	79	97	98	103	106
COc1ccc(C(=O)N2c3ccccc3Sc3ccccc32)c(F)c1	59	42	17	44	37	16	27	2.0*
CCCCN(CCCC)C(=N)/C=C/c1ccccc1	103	61	76	88	74	89	67	84
COc1cc(OC)c(C(=O)C(CN(C)C)CN(C)C)cc1OC	22	40	-58*	20	85	101	109	-32*
Clc1ccc(/C=C/c2cc(/C=C/c3ccccc3)c3ccccc3n2)c(Cl)c1	118	102	95	101	107	101	104	95
CC1=C(C(=O)N(Cc2ccccc2)Cc2ccccc2)C(c2ccccc2)NC(=O)N1 (stereo unspecified)	109	102	101	109	100	108	98	109
Cc1ccc(-c2nc(SCc3nc4ccc(C(=O)O)cc4[nH]3)[nH]c(=O)c2C#N)cc1	107	92	94	93	81	93	90	99
O=C(c1ccc(Cl)cc1)C1C(c2ccccc2)C1[N+](=O)[O-] (stereo unspecified)	111	81	103	105	98	97	99	102
CCN1CCN(c2ccc3c4c(cccc24)C(=O)N(N2C(=O)c4cccc5cccc(c45)C2=O)C3=O)CC1	109	87	50	93	98	101	101	112
COc1cc(-c2cc(/C=C3\CCCCC3=O)[nH]n2)cc(OC)c1OC	114	86	69	x	99	93	95	101
COc1ccc2[nH]cc(C3(c4c[nH]c5ccc(OC)cc45)C(=O)Nc4ccccc43)c2c1	121	69	64	81	98	94	99	109
O=C(O)CN1C(=O)C2C3CC(C2C1=O)C1C(c2ccc(F)cc2)c2sc(=S)[nH]c2SC31 (stereo unspecified)	104	115	104	103	99	103	102	111
CC1=C(C#N)C2=Nc3ccccc3C(=O)NN2C(c2ccccc2)=C1	108	x	111	100	87	103	99	96
CCCN1C(=O)/C(=C2\SC(=N)NC2=O)c2ccccc21	98	97	107	63	103	94	98	96
O=C(N/N=C/c1ccccc1)C(Oc1ccccc1)c1ccccc1 (stereo unspecified)	94	x	94	81	95	93	111	96
O=C1NCN(CCN2CCNC2=O)CN1	115	108	97	86	x	104	97	108
Cc1cc(NC(=O)c2cccc(C(F)(F)F)c2)n(-c2nc(-c3ccc4c(c3)OCO4)cs2)n1	113	89	91	x	96	88	93	95
O=C1NCCOc2ccccc21	111&106	114&100	104	102&105	141&109	97&107	118&103	117&96
CCOC(=O)/C=C/CCCC1CCCCC1	111	92	112	104	97	107	89	106
Cc1cc(=O)n2n1-c1ccc(C(F)(F)F)cc1NC(=O)C2	101	107	x	96	81	105	86	100
O=C(NNc1nc2cc(F)ccc2n2c(CN3CCOCC3)ccc12)c1ccccc1	16	28	3.4*	14	15	-9.6*	3.0*	-16*
Following part
SMILES	SK-MEL-28	HOP-92	CCRF-CEM	EKVX	HOP-62	SK-MEL-5	A549/ATCC	M14
CCOC(=O)c1ccc(C)nc1	104	x	97	x	108	99	100	109
Cc1cc(-c2ccc(Cl)cc2)n(Cc2nnc(SCC(=O)Nc3ccc(S(N)(=O)=O)cc3)n2-c2ccc([N+](=O)[O-])cc2)n1	97	x	80	75	104	96	84	85
NS(=O)(=O)c1ccc(-n2ncc3c(NNC(=O)Nc4ccc(Cl)cc4)ncnc32)cc1	124	87	94	126	83	102	98	96
CCCCCOC(=O)Cc1c[nH]c2ccccc12	108	107	x	87	110	99	104	115
Nc1ncnc2c1ncn2C1OC(CO)C(O)C1O (stereo unspecified)	125&124&116	89&100&93	105&119&97	105&88&116	95&93&120	102&103&107	106&98&106	115&111
CC(=O)OCC(OC(C)=O)C(OC(C)=O)C(COC(C)=O)OC(C)=O (stereo unspecified)	112	104	97	x	94	98	95	103
O=C(CS(=O)(=O)c1ccccc1)c1cc2cc(Br)ccc2oc1=O	102	103	125	101	106	97	97	104
CC(C)(C)OC(=O)/C=C/c1cccc2c1C(=O)NC(C)(c1cc3cc(Cl)ccc3oc1=O)N2 (stereo unspecified)	54	x	24	36	64	28	27	49
C[n+]1c2ccccc2c(-c2ccccc2)c2ccccc21	55	81	52	46	46	43	62	51
Oc1ccc(C=NCCN=Cc2ccc(O)cc2O)c(O)c1	118	90	101	101	95	103	85	107
CC(=O)c1ccc(C)c([N+](=O)[O-])c1	105	87	114	121	107	103	87	101
Cc1ccc(-c2ccc(-c3ccccc3N)c3[nH]c4ccccc4c23)cc1	100	40	70	71	77	94	75	77
CN1CCN(c2ccc(/C=C/C(=O)c3cc4ccccc4oc3=O)cc2)CC1	97	101	103	99	95	93	98	84
O=C(O)c1cc(F)cc(F)c1	101	96	100	95	89	100	90	99
Cc1cc(Br)ccc1Br	104	x	73	108	101	111	102	108
O=C(NNCN1C(=O)c2ccccc2C1=O)c1ccccc1	104	x	97	x	104	106	104	99
CCCCCCc1cc(-c2cc(CCCCCC)nc(N)n2)nc(N)n1	100	101	75	88	100	100	95	98
O=C(O)C(c1ccccc1)C(O)C1CCCC1 (stereo unspecified)	119	108	104	116	105	106	83	103
Cc1cc(N=Nc2ccc(-c3ccc(N=Nc4c(S(=O)(=O)O)cc5cc(S(=O)(=O)O)c(N=Nc6ccccc6)c(O)c5c4N)cc3)cc2)c(N)cc1N	106	107	100	87	101	115	101	106
CC(C)=CCC[C@](C)(O)[C@H]1CC[C@]2(C)[C@@H]1CC[C@@H]1[C@@]3(C)C/C(=C/c4ccccn4)C(=O)C(C)(C)[C@@H]3CC[C@]12C	106	56	65	88	103	72	55	71
N#C/C(=C\c1ccc(-c2ccccc2Cl)o1)c1ccccc1	103	80	100	63	82	89	94	90
Cc1cccc(NCc2ccccc2)c1	112	77	102	102	102	109	99	101
Cc1cc([N+](=O)[O-])c(C)cc1N	103	x	106	101	103	98	104	104
CC(=O)OCC1OC(OC2=C(CC=C(Cl)Cl)C(=O)c3ccccc3C2=O)C(OC(C)=O)C(OC(C)=O)C1OC(C)=O (stereo unspecified)	91	-9.2*	-19*	x	93	66	102	110
Cc1sc(N/N=C/c2cn(-c3ccc(C(=O)O)cc3)nc2-c2ccc(C(=O)O)cc2)nc1C(F)(F)F	101	83	104	89	101	99	107	92

An excerpt of these results, comma-delimited:
compound,SK-MEL-28,HOP-92,CCRF-CEM,EKVX,HOP-62,SK-MEL-5,A549/ATCC,M14
CN1C(=O)C(C2=NN(c3cc(Cl)cc(Cl)c3)C(c3ccc(Cl)cc3)C2)C(=O)N(C)C1=O (stereo unspecified),93,66,64,85,81,73,60,85
Cc1ccc(S(=O)(=O)NNC(=O)COc2ccc3c(C)c(Cc4ccccc4)c(=O)oc3c2C)cc1,108,97,94,105,x,102,90,110

Later entries.
SMILES	SK-MEL-28	HOP-92	CCRF-CEM	EKVX	HOP-62	SK-MEL-5	A549/ATCC	M14
C/C(=N\Nc1ccccc1C(=O)O)C(=O)NCC(=O)O	116	99	94	x	98	100	101	105
O=S(=O)(O)Cc1cccc2ccccc12	120	105	94	99	101	107	101	x
Clc1ccc(-c2csc(Nc3cccc(Nc4csc(-c5ccc(Cl)cc5)n4)c3)n2)cc1	93	76	94	62	85	96	88	75
C[C@@H]1CC(=O)C2CCCC1C2=O (stereo partly specified)	107	101	107	97	99	98	98	103
CSC(=S)NCC(=O)O	103	x	122	100	97	104	104	96
Nc1ccc(S(=O)(=O)Nc2nc(-c3ccccc3)cc(-c3ccccc3O)n2)cc1	97	85	81	x	94	87	89	101
O=Cc1c(OCc2cnnn2CC(=O)Nc2ccc(Cl)cc2)ccc2ccccc12	102	103	110	97	101	100	104	100
CC1CN(/N=C/c2ccc([N+](=O)[O-])o2)C(=N)O1 (stereo unspecified)	115	89	112	104	103	93	x	106
O=C1Nc2ccccc2/C1=C/c1ccc(COCC2CO2)n1Cc1ccccc1 (stereo unspecified)	100	113	47	83	96	93	101	x
Ic1ccc(CCc2ccc(I)cc2)cc1	113	71	100	98	x	94	95	120
C=CCN1CCN(/C(=N/c2sc(-c3ccccc3)nc2-c2ccccc2)c2ccc(C)cc2)CC1	90	128	79	85	113	83	87	90
COc1cccc(-c2nc(N)nc(N)n2)c1O	112	86	99	100	105	93	96	100
COc1ccc(CCN2C(=O)/C(=C/c3ccc(C4Oc5ccccc5C5CC(c6ccc(Cl)cc6)=NN54)cc3)SC2=S)cc1 (stereo unspecified)	99	96	95	81	90	90	100	100
COc1c(O)cc2oc3cc(O[C@H]4O[C@@H](CO)[C@@H](O)C(O)C4O)c(CC=C(C)C)c(O)c3c(=O)c2c1CC=C(C)C (stereo partly specified)	118	93	107	104	111	103	94	104

Some entries already given, reduced to HOP-62.
| mol | HOP-62 |
| --- | --- |
| C[C@@H]1CC(=O)C2CCCC1C2=O (stereo partly specified) | 99 |
| CSC(=S)NCC(=O)O | 97 |
| Nc1ccc(S(=O)(=O)Nc2nc(-c3ccccc3)cc(-c3ccccc3O)n2)cc1 | 94 |
| O=Cc1c(OCc2cnnn2CC(=O)Nc2ccc(Cl)cc2)ccc2ccccc12 | 101 |
| CC1CN(/N=C/c2ccc([N+](=O)[O-])o2)C(=N)O1 (stereo unspecified) | 103 |
| O=C1Nc2ccccc2/C1=C/c1ccc(COCC2CO2)n1Cc1ccccc1 (stereo unspecified) | 96 |

Single records (already shown):
`Ic1ccc(CCc2ccc(I)cc2)cc1` as listed: SK-MEL-28 = 113; HOP-92 = 71; CCRF-CEM = 100; EKVX = 98; HOP-62 = x; SK-MEL-5 = 94; A549/ATCC = 95; M14 = 120
`COc1c(O)cc2oc3cc(O[C@H]4O[C@@H](CO)[C@@H](O)C(O)C4O)c(CC=C(C)C)c(O)c3c(=O)c2c1CC=C(C)C` (stereo partly specified) as listed: SK-MEL-28 = 118; HOP-92 = 93; CCRF-CEM = 107; EKVX = 104; HOP-62 = 111; SK-MEL-5 = 103; A549/ATCC = 94; M14 = 104

Hits appear at their usual frequency. About 12% of those tested had a hit in this group.
